Source: PubChem BioAssay (National Center for Advancing Translational Sciences (NCATS))
Vif-A3G inh: blocks the Vif interaction with human APOBEC3G | Q9HC16 | HeLa A3G-eYFP + Vif (tagged APOBEC3G with the HIV-1 protein that degrades it), YFP fluorescence, overnight | Potency, µM (titrated, usually from 46.1 µM), without a hit: at the top dose activity, negative = active, actives largely listed as inhibitors | actives 0.076% (n = 410,000) | AID 602310;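 further: potency means the concentration at half of the fitted maximal effect; on the % scale 0 is the no-effect control and ±100 the full control effect; nearly all actives have a fitted effect of over 60% in size; hits raise eYFP signal because A3G escapes Vif-driven loss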
Target sequence (Q9HC16 whole entry, looked up): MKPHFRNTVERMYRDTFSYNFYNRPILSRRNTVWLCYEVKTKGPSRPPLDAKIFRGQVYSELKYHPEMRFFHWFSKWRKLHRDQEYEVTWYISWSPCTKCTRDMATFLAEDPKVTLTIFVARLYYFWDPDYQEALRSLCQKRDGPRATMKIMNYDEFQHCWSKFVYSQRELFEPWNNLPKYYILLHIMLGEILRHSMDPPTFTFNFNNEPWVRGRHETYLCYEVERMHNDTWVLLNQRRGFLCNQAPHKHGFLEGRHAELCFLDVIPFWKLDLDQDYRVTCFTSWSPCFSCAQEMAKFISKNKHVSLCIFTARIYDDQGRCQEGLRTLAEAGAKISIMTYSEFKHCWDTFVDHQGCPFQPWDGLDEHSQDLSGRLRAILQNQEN
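Read-out is eYFP fluorescence (Ex 488/Em 500-530) from Vif-expressing HeLa A3G-eYFP cells; more signal means A3G escaped Vif-mediated degradation. Cells plated overnight, compound pinned in, incubated overnight at 37 deg C.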
D1 ag: agonists of human D1 dopamine receptor; P21728; activation, % at 2 µM; HEK293 T-REx D1 cells, calcium flux, agonist mode; actives 1% (n = 360,000); AID 504660; in the data active means activation above about 30%; further: 0% is about no effect
Target sequence (P21728 whole entry, looked up): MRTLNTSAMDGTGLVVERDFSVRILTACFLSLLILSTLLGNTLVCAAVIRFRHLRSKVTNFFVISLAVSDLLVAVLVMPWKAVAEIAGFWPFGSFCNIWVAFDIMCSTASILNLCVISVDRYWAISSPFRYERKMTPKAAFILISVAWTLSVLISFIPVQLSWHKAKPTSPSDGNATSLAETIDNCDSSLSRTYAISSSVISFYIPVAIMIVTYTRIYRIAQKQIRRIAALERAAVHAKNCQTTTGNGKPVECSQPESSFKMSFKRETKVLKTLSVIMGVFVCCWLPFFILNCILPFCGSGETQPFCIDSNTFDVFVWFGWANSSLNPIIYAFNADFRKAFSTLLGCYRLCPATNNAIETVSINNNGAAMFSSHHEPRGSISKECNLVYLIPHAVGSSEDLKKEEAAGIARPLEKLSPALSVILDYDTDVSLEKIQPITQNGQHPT
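Inducible HEK293 T-REx D1 cells, force-coupled to calcium signalling, were plated at 4000 cells/well with tetracycline and held overnight at 30 C. After no-wash calcium dye loading, compound-evoked calcium rise over 180 s flagged agonists.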
Glioma ERSR ind: inducers of ER stress response in human glioma cells; U87-MG GRP78 promoter luciferase reporter, 16 h; AID 602332; actives 0.02% (n = 420,000); Potency, µM, for the others: at the highest dose activation, actives largely listed as activators; further: potency means the concentration at half of the fitted maximal effect; series mostly up to about 76 µM; % of control where 0% means no effect; nearly all actives have a fitted effect of over 35% in size
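Stably transfected U87-MG human glioma cells carrying a GRP78-based luminescent sensor were seeded at 1000 cells/well, pin-dosed with compounds and incubated 16 h. Luciferase reagent was then added, and end-point luminescence was read after 10 min at room temperature.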
RXFP1 agonist: agonists of human relaxin receptor RXFP1. HEK293T-RXFP1 cAMP TR-FRET, 30 min; response scale: percent of porcine relaxin response, buffer zero. Potency, µM (highest dose often 57.5 µM), without a hit: top-dose activation, hits mostly activators. actives 0.3% (n = 370,000). AID 2676; further: potency means the concentration at half of the fitted maximal effect; on the % scale 0 is the no-effect control and ±100 the full control effect; nearly all actives have a fitted effect of over 60% in size; many of its hits are not listed in these tables
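HEK293T cells stably expressing RXFP1 were pretreated with the PDE4 inhibitor Ro 20174, exposed to compounds for 30 min at 37C, lysed, and cAMP was read by TR-FRET. Data normalized to buffer (basal) and 29 nM porcine relaxin (100%).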
D1 potentiator: enhances dopamine response at the human D1 receptor | HEK293 TREx D1 cells, calcium flux, dopamine EC20 potentiation | potentiation, % at 10 µM | actives 0.036% (n = 360,000); in the data active means potentiation above about 30%; further: 0% is about no effect
Vif-APOBEC3F blk: blocks the Vif interaction with APOBEC3F. HeLa A3F-eYFP + Vif (tagged APOBEC3F with the HIV-1 protein that degrades it), YFP fluorescence increase. Potency, µM (highest dose often 46.1 µM), without a hit: at the top dose activity, negative = active. actives 0.2% (n = 390,000). AID 602313; further: potency means the concentration at half of the fitted maximal effect; % of control where 0% means no effect; nearly all actives have a fitted effect of over 65% in size
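Fluorescence increase (Ex 488/Em 500-530) after overnight compound treatment at 37 deg C flags inhibition of Vif-driven A3F-eYFP loss in stable HeLa A3F-eYFP/Vif cells seeded overnight beforehand.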
D2 PAM: positively modulates the human D2 dopamine receptor allosterically. actives 0.34% (n = 340,000). HEK293 T-REx D2, calcium flux, EC20 dopamine potentiation. potentiation, % at 10 µM. P14416;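 active means potentiation over 3 SD above the plate norm, cut at about 30% in these data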; further: 0% is about no effect
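Calcium flux readout, no-wash dye, 1 read/s. Inducible HEK293 Trex D2 line, overnight 30 C. Compound alone 180 s (agonist flags), then EC20 dopamine, another 180 s to score potentiation.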
D1 antag: human D1 dopamine receptor antagonism. P21728. HEK293 TREx D1 cells, calcium flux, dopamine EC80; active compounds read low. activity change, negative = inhibition, % at 10 µM. actives 3.2% (n = 360,000). AID 504652; in the data active means activity change below about -30%; further: on the % scale 0 is the no-effect control and ±100 the full control effect
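Tetracycline-induced HEK293 T-REx cells with force-coupled D1 receptor were loaded with a no-wash calcium dye. Compound was added after a 10 s baseline and read kinetically for 180 s; EC80 dopamine was then added and calcium flux followed another 180 s.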
RXFP1 antagonist: RXFP1 (human) relaxin receptor antagonism; Q9HBX9; activity change, negative = inhibition, % at 57.5 µM; AID 1259400; actives 0.59% (n = 350,000); HEK293-RXFP1, relaxin-stimulated cAMP HTRF, 30 min; active compounds read low;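 active means activity change of -60% or lower, but not beyond a set lower limit; inconclusive means change between -60% and -40%, or beyond the set limit; inactive means change above -40%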; further: on the % scale 0 is the no-effect control and ±100 the full control effect
* hit, by the source's call; ? = inconclusive; nt = no result given. Unless noted, the call rests on the fitted dose curve; in most records, active means well fitted curve in the direction sought with a large enough effect; inconclusive means small, poorly fitted or top-dose-only effect, or another doubt; inactive means no such curve, though single readings can be large; an effect the other way counts as inactive or inconclusive. These rows are one share of the data; count on the stated rates, not on these rows.

SMILES	Vif-A3G inh	D1 ag	Glioma ERSR ind	RXFP1 agonist	D1 potentiator	Vif-APOBEC3F blk	D2 PAM	D1 antag	RXFP1 antagonist
Oc1cccc(C=NN=C2c3ccccc3-c3ccccc32)c1	-16.6%	nt	8.1%	nt	nt	0.6%	nt	nt	2.2
Cc1ccccc1CC(=O)Nc1ccc(S(=O)(=O)N2CCN(C)CC2)cc1	-0.4%	10.9	-2.0%	-1.3%	-4.4	-11.1%	3.7	6.3	-24.0
Cc1ccc(S(=O)(=O)c2c(Nc3cc(F)ccc3F)sc(C(=O)c3ccc(F)cc3)c2N)cc1	0.0%	57.4*	9.1%	0.3%	3.8	0.7%	10.3	-69.0*	nt
Cc1ccc(C(C)C)cc1OCC(=O)Nc1ccccc1N1CCCC1	6.8%	4.6	-4.3%	3.0%	-3.2	-5.5%	-3.2	-0.9	-12.0
CCN(CC)c1ccc(NC(=O)c2cc(C)nc3c2c(C)nn3-c2ccc(C)cc2)c(C)c1	-3.2%	1.8	-2.8%	-3.4%	4.3	-6.8%	-8.2	-3.0	-8.5
Cc1cccc(N(Cc2cc3ccccc3[nH]c2=O)C(=O)c2ccco2)c1C	3.4%	3.5	-5.0%	-0.7%	-2.4	-6.9%	-5.5	-2.0	-1.0
CS(=O)(=O)N1CCN(c2ccccc2NC(=S)NC(=O)c2ccccc2[N+](=O)[O-])CC1	-2.6%	-1.2	-2.8%	-1.8%	-5.5	8.4%	-9.2	nt	-1.0
CSc1nc(-c2ccccc2)nc(C(Cl)Cl)n1	-29.5%	4.8	-9.8%	2.9%	-1.8	-24.9%	-3.4	19.4	-9.7
O=C(NCCc1ccc(Cl)cc1)c1ccc2c(c1)N(Cc1ccccc1)CCS2	0.3%	2.2	-2.2%	18.6%	-0.2	3.5%	-1.6	-17.1	-0.9
COc1ccc(-c2ccc(/C=C3/C(=N)N4C=CSC4=NC3=O)o2)c([N+](=O)[O-])c1	-27.4%	3.8	-2.4%	-0.7%	2.6	1.7%	3.5	0.9	nt
CSCC[C@H](NC(=O)CC(C)(C)C)c1nc2ccccc2[nH]1	-7.3%	0.9	-4.5%	3.5%	2.1	-14.5%	10.1	-1.2	19.7
O=C1CC2CCCC(C1)S2=O (centres undefined)	1.7%	nt	-3.7%	nt	nt	1.7%	nt	nt	2.5
O=C(CSc1nnc2c(n1)[nH]c1ccccc12)Nc1cccc(S(=O)(=O)N2CCOCC2)c1	-10.9%	-0.9	0.4%	7.9%	-11.0	?	-19.3	27.3	-4.5
COc1cnc(SC(C)C)[nH]c1=O	1.5%	2.0	-4.8%	-2.9%	1.5	-13.1%	4.4	-2.0	-6.0
Cc1ccccc1NC(=O)COc1ccc(S(=O)(=O)N2CCCC2)cc1C	-3.6%	0.7	-3.3%	0.3%	-5.4	-0.8%	0.4	7.5	-2.1
CCn1c2ccc(C)cc2c2nnc(NN)nc21	0.2%	1.5	-2.4%	2.4%	0.1	1.2%	-0.7	4.9	-3.9
Cn1ncc2c(NCc3ccc(F)cc3)ncnc21	-2.7%	8.9	-0.9%	8.6%	-0.9	7.0%	7.8	-7.5	-1.6
CCC(=O)NC(=S)Nc1ccccc1OC	-2.5%	0.7	-3.6%	-0.2%	-4.7	-6.3%	9.8	-9.3	2.2
CNC(=O)NC(=O)COc1c(F)c(F)cc(F)c1F	0.7%	-2.7	-2.2%	0.7%	-5.6	13.6%	-5.5	-5.9	-13.6
COc1cc2c(=O)n(Cc3ccccc3)c(=O)n(CC(=O)C(C)(C)C)c2cc1OC	-1.5%	2.3	-3.5%	2.4%	-5.0	1.2%	6.3	0.2	-1.2

Reprinted at random: 3 compounds from above, in no set order.
SMILES	Vif-A3G inh	D1 ag	Glioma ERSR ind	RXFP1 agonist	D1 potentiator	Vif-APOBEC3F blk	D2 PAM	D1 antag	RXFP1 antagonist
CCn1c2ccc(C)cc2c2nnc(NN)nc21	0.2%	1.5	-2.4%	2.4%	0.1	1.2%	-0.7	4.9	-3.9
O=C1CC2CCCC(C1)S2=O (centres undefined)	1.7%	nt	-3.7%	nt	nt	1.7%	nt	nt	2.5
O=C(CSc1nnc2c(n1)[nH]c1ccccc12)Nc1cccc(S(=O)(=O)N2CCOCC2)c1	-10.9%	-0.9	0.4%	7.9%	-11.0	?	-19.3	27.3	-4.5

Following part:
SMILES	Vif-A3G inh	D1 ag	Glioma ERSR ind	RXFP1 agonist	D1 potentiator	Vif-APOBEC3F blk	D2 PAM	D1 antag	RXFP1 antagonist
COCCn1c(=O)[nH]c2cc(C(=O)N3CCN(c4ccc(F)cc4)CC3)ccc2c1=O	2.3%	1.9	-2.0%	0.9%	-1.0	-1.2%	16.7	5.7	nt
Cc1ccc(C)c(N2CCN(C(=O)c3ccc4[nH]c(C)c(C)c4c3)CC2)c1	-6.9%	0.1	-0.7%	0.4%	-3.6	-5.1%	10.1	-32.9*	-32.6
S=C(Nc1cccc(Cl)c1Cl)N1CCC2(CC1)OCCO2	-1.7%	1.4	0.5%	0.0%	-1.2	12.6%	3.1	-6.6	-6.0
COc1ccccc1C(=O)N/N=C1/NC(=O)CC(C(=O)Nc2ccccc2)S1 (centres undefined)	7.1%	0.1	-2.9%	0.4%	-3.7	-5.7%	1.9	15.5	-4.4
Cn1ccc(C(=O)N/N=C/c2cccnc2)n1	-1.7%	-2.7	-3.9%	0.4%	-0.1	0.0%	-10.6	-10.6	0.7
Cc1cc(C)c2oc(-c3ccc(Cl)c(NC(=O)c4cccs4)c3)nc2c1	2.2%	1.9	3.9%	?	-4.3	6.6%	0.4	2.3	nt
Cc1cc(C)c2c(-n3cccc3)c(C(=O)NCCc3ccc(Cl)cc3)sc2n1	-4.7%	7.7	-2.0%	7.6%	-1.9	-2.9%	nt	-2.4	-6.7
O=C(Nc1ccc(N2CCN(Cc3ccccc3)CC2)cc1)c1cccnc1	-1.2%	1.8	-1.9%	1.1%	-4.8	-0.4%	-13.5	-0.1	-0.5
CCOC(=O)CSc1nnc(-c2ccc(OC)cc2)n1CC	2.0%	5.2	-1.5%	4.0%	-6.8	-1.8%	2.6	-4.9	-10.9
COCC1CCN(C(=O)C2CCN(c3nc(-c4ccccc4)nc4c3CCC4)CC2)C1 (centres undefined)	-5.3%	2.4	-1.4%	-4.0%	-1.1	3.2%	-2.3	0.9	-9.8
COc1cc(/C=N/NC(=O)c2ccc(CSc3nncn3C)cc2)cc(OC)c1O	4.5%	5.0	-2.3%	6.2%	17.9	-3.8%	9.5	14.3	-12.5
COc1ccccc1NC(=O)C(=O)c1cn(CC(=O)N2CCOCC2)c2ccccc12	0.5%	-0.2	0.9%	2.8%	7.0	3.8%	8.1	10.2	15.7
CCOC(=O)C1=C(CN(CC)Cc2ccccc2)NC(=O)NC1c1ccc(OC(C)C)cc1 (centres undefined)	-0.9%	6.0	-4.2%	4.9%	-3.0	-9.9%	1.6	-44.9*	nt
COc1ccc2c(c1)c1c(c(=O)n(Cc3ccccc3)c(=O)n1CC(=O)NCc1ccccc1)n2C	-1.4%	1.7	-0.7%	-1.8%	-2.4	-1.3%	3.3	6.3	nt
CCOC(=O)c1sc2nc(C(C)C)c3c(c2c1N)CC(C)(C)OC3	-0.4%	0.8	1.5%	1.9%	-8.2	-7.1%	0.4	-18.8	4.0
COc1ccc(OC)c(NC(=O)CSc2nc3c(c(=O)n(C)c(=O)n3C)n2C)c1	-0.9%	3.7	-4.0%	5.0%	-3.4	-5.6%	10.6	-8.2	-7.6
Cc1cc(NC(=O)COC(=O)c2ccc(OC(F)(F)F)cc2)no1	1.5%	-0.2	-2.0%	-1.3%	1.5	-28.8%	-10.7	-5.9	4.5
Nc1ncccc1OCc1ccc(Cl)c(Cl)c1	1.3%	9.2	2.0%	-2.4%	2.5	-3.9%	4.7	-15.5	3.1
CCCN(CC(=O)Nc1ccccc1OC)C(=O)CN1C(=O)NC(C)(C)C1=O	3.2%	nt	-4.8%	nt	nt	-9.6%	nt	nt	3.4
Cc1cc(NC(=O)CSc2nc3cc(Cl)ccc3c(=O)n2CC(C)C)no1	nt	1.1	nt	?	-1.6	nt	-4.1	6.6	nt
Cn1c(SCC(=O)NCCc2ccc(S(N)(=O)=O)cc2)nc2ccccc2c1=O	2.9%	-0.8	-3.5%	0.4%	-1.1	9.2%	-4.2	5.6	-6.3
Cn1c(CNC2CCCCC2)c(C#N)c2ccccc21	3.4%	-0.3	1.1%	1.8%	-2.8	-4.2%	-19.5	-22.8	-17.2
COc1ccc(C(=O)c2coc3ccc(O)c(CN(C)C)c23)cc1	4.8%	2.4	0.3%	1.8%	-2.2	-3.6%	4.2	7.5	nt
CCO[C@H]1OC(C(=O)O)=C[C@@H](c2csc3ccccc23)[C@@H]1CCCO	2.1%	-1.6	-4.3%	1.1%	-2.1	-0.2%	10.8	19.2	nt
O=C(CCS(=O)(=O)c1cccs1)Nc1ccc(C(=O)NCc2ccc(F)cc2)cc1	-1.1%	2.1	-3.9%	-0.2%	-2.3	3.1%	12.2	-5.6	-3.1
O=C(N/N=C/c1ccc2ccccc2c1)c1ccc(COc2ccc3c(c2)CCC3)o1	1.1%	4.1	-7.1%	0.7%	3.4	-2.1%	0.9	2.0	-1.8
CCc1cccc(CC)c1NC(=O)COC(=O)c1ccc(F)c(S(=O)(=O)N(CC)CC)c1	1.9%	8.1	-4.4%	0.6%	-4.2	0.2%	-4.4	-7.0	-0.6
O=C(NCC1CCCN1S(=O)(=O)c1cccs1)c1cccc(Cl)c1 (centres undefined)	-0.6%	4.3	-2.1%	-0.2%	-4.4	-18.6%	-5.9	-31.6*	-3.3
CCOc1ccccc1NC(=O)COC(=O)/C=C/c1ccc(OC)c(OC)c1	-4.9%	6.2	-3.3%	1.4%	-4.5	-0.2%	23.2	-38.2*	-8.6
